# Rin1-Abl PPI inh – inhibitors of Rin1-Abl protein binding, primary screen, biochemical, TR-FRET | Tyrosine-protein kinase ABL1 (Homo sapiens) + Ras and Rab interactor 1 (Homo sapiens), … | inhibition, % at 7.35 µM | 360,000 compounds, 0.4% hits | AID 588664, 2011; in the data active means inhibition above about 5%, passing the limit was not always enough
# eLon inh – inhibitors of E. coli Lon protease, primary screen, biochemical, fluorescence polarization; purified E. coli Lon protease; 360,000 compounds, 0.42% hits; AID 602123, 2011; inhibition, % at 7.94 µM; in the data active means inhibition above about 13%, passing the limit was not always enough;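 further: 0% = enzyme with probe and DMSO and 100% = no enzyme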
# Target sequence (P0A9M0 whole entry, looked up): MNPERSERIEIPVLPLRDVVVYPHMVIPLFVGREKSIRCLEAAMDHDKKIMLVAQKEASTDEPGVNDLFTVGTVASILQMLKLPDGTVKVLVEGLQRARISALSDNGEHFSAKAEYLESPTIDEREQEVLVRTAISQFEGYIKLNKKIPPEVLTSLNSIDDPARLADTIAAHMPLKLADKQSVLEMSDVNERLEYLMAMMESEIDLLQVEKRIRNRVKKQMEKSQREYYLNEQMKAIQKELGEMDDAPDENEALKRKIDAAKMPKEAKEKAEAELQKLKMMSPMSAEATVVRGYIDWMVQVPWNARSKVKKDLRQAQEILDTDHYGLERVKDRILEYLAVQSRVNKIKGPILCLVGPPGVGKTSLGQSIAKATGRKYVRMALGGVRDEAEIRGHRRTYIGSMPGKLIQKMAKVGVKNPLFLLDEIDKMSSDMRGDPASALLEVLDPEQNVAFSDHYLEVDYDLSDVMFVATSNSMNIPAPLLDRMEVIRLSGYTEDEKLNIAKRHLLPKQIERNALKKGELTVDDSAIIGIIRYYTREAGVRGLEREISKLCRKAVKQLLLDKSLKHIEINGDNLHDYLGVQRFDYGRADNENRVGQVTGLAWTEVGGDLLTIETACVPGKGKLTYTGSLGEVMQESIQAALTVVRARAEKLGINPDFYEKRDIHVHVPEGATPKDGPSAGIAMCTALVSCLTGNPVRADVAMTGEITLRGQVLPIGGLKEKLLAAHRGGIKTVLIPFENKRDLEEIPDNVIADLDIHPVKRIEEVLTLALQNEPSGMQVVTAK
# Neddylation inh – inhibitors of cullin neddylation, primary screen, biochemical, TR-FRET, uHTS, NAE and Ubc12. NEDD8-conjugating enzyme Ubc12 (Homo sapiens) + NEDD8-activating enzyme E1 regulatory …. AID 651699, 2012. 360,000 compounds, 0.58% hits. calls only at 25 µM; in the data active means inhibition above about 36%
# FAS TE block – FAS thioesterase domain inhibitors, primary screen, biochemical, fluorescence intensity, uHTS. 360,000 compounds, 0.67% hits. Fatty acid synthase (Homo sapiens), P49327. recombinant FAS-TE, OMFH fluorogenic substrate, fluorescence endpoint. inhibition, % at 15 µM;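 active means compounds whose normalised, plate-corrected inhibition of enzyme fluorescence in the single-dose primary screen is 50% or more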;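 further: 0% = DMSO with enzyme and 100% = substrate without enzyme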
# MsrA inhibitor – bovine MsrA enzyme inhibitors, primary screen, biochemical, absorbance, HTS; Methionine sulfoxide reductase A (Bos taurus); purified bovine MsrA, absorbance read-out; inhibition, % at 15.5 µM; 360,000 compounds, 0.75% hits; in the data active means inhibition above about 4.5%;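 further: 0% = vehicle wells with enzyme and 100% = reference inhibitor wells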
# Tb MetRS inh – T. brucei MetRS inhibitors, primary screen, biochemical, luminescence; AID 624268, 2012; purified T. brucei MetRS, ATP depletion, Kinase-Glo luminescence; inhibition, % at 11.9 µM; methionyl-tRNA synthetase (Trypanosoma brucei brucei); 360,000 compounds, 0.4% hits;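 active means inhibition above a per-plate cutoff of the control wells' mean inhibition plus 3 SD, cut at about 5.5% in these data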;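 further: 0% = DMSO wells median and 100% = median of wells with control inhibitor compound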
#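 Dosing: 11.9 µM single point; system: parasite MetRS enzyme; technique: luminescence of leftover ATP; times: 15 min enzyme-compound preincubation, 2 h reaction, 10 min detection, 25 °C; replicates: each compound tested once; read-out basis: percent inhibition relative to median high and low control wells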
# PABP1 MLLE inh – inhibitors of PABP1 MLLE–PAM2 peptide binding, primary screen, biochemical, fluorescence polarization, FITC-PAM2, GST-MLLE | Polyadenylate-binding protein 1 (Homo sapiens), P11940 | inhibition, % at 20 µM | 360,000 compounds, 0.36% hits; in the data active means inhibition above about 35%, passing the limit was not always enough;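 further: plate controls were DMSO wells with GST-MLLE for no effect and wells lacking GST-MLLE protein for full effect; some results filed as inactive read as strong as hits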
# CSN deneddyl inh – inhibitors of CSN-mediated cullin deneddylation, primary screen, biochemical, fluorescence polarization, uHTS. Purified CSN, SCF-Nedd8-OG deneddylation. 360,000 compounds, 0.38% hits. inhibition, % at 12.5 µM. AID 651999, 2013. COP9 signalosome complex subunit 5 (Homo sapiens), Q92905;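 active means pattern-corrected inhibition above about 35%, with an unprinted fluorescence ratio check between 0.5 and 1.5, limit read from the data, passing the limit was not always enough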;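 further: 0% = enzyme with substrate and 100% = substrate without enzyme; some results filed as inactive read as strong as hits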
#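 Material: purified human Csn5 enzyme expressed in HEK293T cells / Medium: Tris buffer pH 7.5, NaCl, DTT, Tween-20, trehalose, ovalbumin / Compound dosing: 12.5 µM single point / Schedule: 90 min incubation of compound, enzyme and substrate at room temperature / Signal: fluorescence polarization of the substrate / Control set: no-enzyme wells high, enzyme-with-substrate wells low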
# MsrA act – bovine MsrA enzyme activators, primary screen, biochemical, absorbance, HTS; purified bovine MsrA, absorbance read-out; activation, % at 10.6 µM; 360,000 compounds, 0.3% hits; AID 602163, 2012; in the data active means activation above about 7.5%;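 further: 0% = vehicle and 100% = reference activator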
# An asterisk follows results filed as active; i = inactive; nt = not tested or not shown.
structure,Rin1-Abl PPI inh,eLon inh,Neddylation inh,FAS TE block,MsrA inhibitor,Tb MetRS inh,PABP1 MLLE inh,CSN deneddyl inh,MsrA act
CCCC(c1nnnn1C1CCCC1)N1CCN(c2ccccc2F)CC1 (stereo not drawn),-1,-1,i,7,-0.1,-0.8,6,1,0
CC(/C=N/NC(=O)Cc1cccs1)=C\c1ccccc1,-2,-6,i,-3,0.1,0.2,20,-11,-2
CC(C)NC(=O)c1ccccc1NC(=O)C1COc2ccccc2O1 (stereo not drawn),0,10,i,-2,3.0,0.0,-8,2,-2
CC(=O)C(=Cc1ccc(Cl)cc1)C(=O)c1ccccc1,4,6,i,7,-0.3,-0.5,5,10,0
CCCOc1ccc(C(=O)N2CCN(c3ccc(NC(=O)CC)cc3Cl)CC2)cc1,-3,2,i,9,-0.8,-0.6,-1,2,0
O=C(NCc1ccccc1C(F)(F)F)c1cccc2c1C(=O)c1ccc(N3CCOCC3)cc1S2(=O)=O,2,-28,i,-22,-0.6,-0.4,-22,32,-4
CCOC(=O)C1=C(C)NC(c2cccs2)C(=O)N1 (stereo not drawn),3,-6,i,-10,1.2,-0.6,3,-4,-5
Cc1cc(NC(=O)CSc2ncc(C(F)(F)F)cc2Cl)no1,2,-7,i,-8,1.5,-0.1,8,0,-3
O=C(Cc1cccc(NC(=O)C2CCN(S(=O)(=O)c3cccc([N+](=O)[O-])c3)CC2)c1)Nc1cccc(C(=O)N2CCCCC2)c1,-2,-7,i,18,-0.4,-1.4,-4,-5,-5
CC(NC(=O)Cc1ccc(NS(=O)(=O)c2cccc(C(F)(F)F)c2)cc1)c1ccccn1 (stereo not drawn),0,-3,i,2,0.4,-0.1,-3,6,-6
O=C(NCc1ccccc1)Nc1cccn(Cc2ccccc2)c1=O,-3,2,i,-2,0.5,0.1,10,2,-2
Cc1ccc(CNC(=O)NC2CCCCC2)cc1,-1,5,i,0,0.6,-0.4,-14,2,1
CC(C#N)Sc1nnc(-c2ccccc2F)n1C1CC1 (stereo not drawn),3,-5,i,-2,-0.5,-0.5,-7,6,-4
Cc1ccccc1CNCCCSc1ncccn1,5,-2,i,-8,-0.4,-0.9,16,0,1
N=C1C(c2ccc(Br)cc2)=C(O)C2CCc3ccccc3N12 (stereo not drawn),-1,-5,i,-4,0.6,3.2,5,3,-1
CCn1c(CN2CCN(c3ccc(OC)cc3)CC2)nc2cc(S(=O)(=O)N(C)C)ccc21,5,-11,i,-1,-0.7,-0.4,-1,-1,-2
C=CCNC(=S)N/N=C/c1ccc(-c2ccc(OC)cc2)o1,0,-3,nt,18,1.7,-1.2,1,4,-6
Cc1cccc(N(C(=O)CS(=O)CC(=O)Nc2ccc3c(c2)OCO3)C(C)C(=O)NC2CCCC2)c1C (stereo not drawn),-4,-4,i,-7,-1.4,0.2,-6,4,-2
CC1CCc2nn(CC(=O)Nc3ccc(F)cc3F)cc2C1 (stereo not drawn),4,-5,i,1,0.0,-0.1,-7,-1,-4
Cc1nn(C)cc1C(=O)c1ccccc1,-1,6,i,-6,-1.4,0.1,12,-2,-3
CC(C)CCNC(=O)CNC(=O)c1cccs1,0,-4,i,-6,-0.5,-0.4,-4,2,-2
CCOC(=O)C(C)Oc1ccc(C2NC(=O)NC(C)=C2C(=O)Nc2ccccc2C)cc1 (stereo not drawn),1,-9,i,-7,0.8,-0.1,-4,3,0
COc1cc(CNn2nnnc2N)ccc1OCC(=O)NC(C)(C)C,-3,-10,i,-10,1.4,-1.0,-5,2,-4
CCn1cnc2c1c(=O)n(Cc1cccc(Br)c1)c(=O)n2Cc1ccccc1,1,-1,i,20,-0.8,-0.4,-20,1,-3
Cc1ccc(OCC(=O)N/N=C\c2cn(Cc3ccccc3)c3ccccc23)cc1C,-1,-3,i,5,-1.4,0.1,3,-4,-3
O=C(c1ccc([N+](=O)[O-])cc1)N(Cc1ccccc1)Cc1ccccc1,1,-6,i,21,1.1,0.6,-11,4,-1
Cc1cc(OCc2nc3ccccc3s2)ccc1N,-2,-4,i,0,1.5,-0.2,21,4,-4
Cc1ncc(C[n+]2ccc(C)c(C)c2)c(N)n1,1,3,i,-19,-0.1,-0.2,5,-6,-3
CCn1cc(S(=O)(=O)NCCc2ccc(OC)c(OC)c2)cn1,1,-1,i,-3,-0.1,0.3,3,2,0
Cc1cc(C)c2c(NC(N)=S)n[nH]c2n1,3,-2,i,-4,0.2,-1.1,-9,2,-2
CCOC(=O)/C(C#N)=C1\Nc2ccccc2N=C1N(CC(C)C)CC(C)C,-1,-9,i,23,0.5,-0.1,-7,-1,0
COc1ccc(C(CC(=O)c2ccc(C)cc2)Sc2ccccc2N)cc1 (stereo not drawn),-1,-2,i,16,-0.1,-0.2,35,-1,5
Cc1ccc2c(CC(=O)O)coc2c1C,-2,1,i,-6,-0.4,-0.6,1,6,-2
Cc1[nH]n(-c2ccccc2)c(=O)c1N=Nc1ccc(C(N)=O)cc1,-1,-4,i,-1,1.2,-0.3,-6,-1,-1
COc1ccc(NS(=O)(=O)c2ccc3oc(SC)nc3c2)cc1,-2,-10,i,4,2.6,0.0,22,4,-2
O=C(CCN1C(=O)[C@H]2CC=CC[C@H]2C1=O)NCc1nc(-c2ccc(Cl)cc2)no1,4,2,i,-3,-0.3,-0.1,0,-2,-3
Cc1noc(C)c1C(=O)NNc1ccc(C(C)C)cc1,2,-2,i,-3,0.9,0.3,11,5,-5
CC(C)C[C@H]1CN(CCCC[C@H]2CNC(=O)C(=O)N2CCc2ccc(O)cc2)C(=O)C(=O)N1CCc1ccc(O)cc1,nt,2,i,-13,-0.1,0.0,nt,1,-2
CCCCN1C(=S)NC[C@@H]1Cc1ccc(O)cc1,1,-9,i,-6,-1.0,-0.1,-116,4,-1
Cn1ncc(Cl)c(Oc2ccc(C(C)(C)C)cc2)c1=O,-4,-6,i,-3,1.6,0.6,10,-9,-4
Cc1nc2ncnn2c(C)c1CCC(=O)Nc1csc(N)n1,-2,1,i,-10,-1.1,-0.5,0,-5,-1
O=[N+]([O-])c1nccn1CC(O)CO (stereo not drawn),nt,-6,i,-3,1.1,-0.8,nt,-1,-4
Cc1cccc(Cn2cnc3c(nnn3Cc3ccc(Cl)cc3)c2=O)c1,-4,14,i,3,-0.6,-1.2,4,-2,-3
OCCN=C(c1ccccc1)C12CN3CN(CN(C3)C1)C2,0,-1,i,-10,-0.5,-0.4,-7,4,-1
O=S(CC(O)(c1ccccc1)c1ccccc1)CC(O)(c1ccccc1)c1ccccc1,-1,-3,i,12,1.1,-0.3,8,-5,-5
CSCCC(NC(=O)c1ccoc1C)C(=O)O (stereo not drawn),-1,-4,i,-6,0.2,-0.4,0,-1,-2
COc1cccc(C2=N/C(=C\N(C)C)C(=O)O2)c1,-3,-7,i,-5,11*,-1.2,-3,2,-8
O=C(/C=C/c1cccc([N+](=O)[O-])c1)N1CCN(C(=O)c2ccco2)CC1,-5,5,i,24,0.1,-0.6,6,0,-8
CC1CCCC(NC(=O)COC(=O)c2cccnc2Cl)C1C (stereo not drawn),1,5,i,-6,-0.2,-0.3,-8,1,-5
COc1ccc(NC(=O)Cc2c(F)cccc2Cl)c(OC)c1,-2,-6,i,-3,-0.7,-0.1,-4,-9,-2
Cc1sc2ncnc(N(C)C3CCCCC3)c2c1C,3,4,i,13,-0.5,-0.5,-3,-2,-2
CC(C)n1c(SCc2ccccc2F)nc2c1c(=O)n(C)c(=O)n2C,-1,9,i,7,-0.7,-0.3,-3,0,-1
CC(C)c1cc(C(=O)N/N=C/C=C/c2ccccc2)n[nH]1,-4,-3,i,-6,2.3,-0.1,8,3,-5
O=C(COC(=O)CSc1ccccc1)NNC(=O)c1ccc([N+](=O)[O-])cc1,0,-19,i,-2,-0.1,-0.8,-60,1,-12
COC(=O)c1cnn(-c2ccc(F)cc2F)c1/C=N/NC(=S)NC(C)(C)C,-2,-2,i,26,1.4,-0.8,32,-3,-4
Cn1c(Cn2nnc3ccccc32)nnc1SCC(N)=O,2,-3,i,-5,0.8,-0.1,-2,-4,-2

# Entries from the list above containing a cyano group:
structure,Rin1-Abl PPI inh,eLon inh,Neddylation inh,FAS TE block,MsrA inhibitor,Tb MetRS inh,PABP1 MLLE inh,CSN deneddyl inh,MsrA act
CC(C#N)Sc1nnc(-c2ccccc2F)n1C1CC1 (stereo not drawn),3,-5,i,-2,-0.5,-0.5,-7,6,-4
CCOC(=O)/C(C#N)=C1\Nc2ccccc2N=C1N(CC(C)C)CC(C)C,-1,-9,i,23,0.5,-0.1,-7,-1,0

# The list continues:
structure,Rin1-Abl PPI inh,eLon inh,Neddylation inh,FAS TE block,MsrA inhibitor,Tb MetRS inh,PABP1 MLLE inh,CSN deneddyl inh,MsrA act
CC(C)=CCOc1c2ccoc2c(OCC=C(C)C)c2oc(=O)ccc12,1,-3,i,31,-0.9,1.1,-1,-2,-2
CCc1ccccc1NC(=O)CN(c1ccc(OC)cc1OC)S(=O)(=O)c1ccccc1[N+](=O)[O-],4,-5,i,23,-0.8,0.6,4,-13,-3
CC(=O)c1c(C)[nH]c(C(=O)C(C)Sc2nnc(NC3CC3)s2)c1C (stereo not drawn),0,-3,i,-1,0.5,-0.2,-19,0,-3
CC(C)CCNC(=O)c1sc2ccc(S(=O)(=O)N3CCCCC3)cc2c1N,-1,-5,i,16,2.9,-0.7,-6,0,-1
C[C@H](CO)N1C[C@H](C)[C@H](CN(C)S(=O)(=O)c2cccc(F)c2)OCc2ccccc2-c2c(n(C)c3ccccc23)C1=O,-1,-7,i,20,1.3,0.0,-14,3,-5
O=C(Cn1nnc(-c2ccccc2)n1)Nc1cccc(S(=O)(=O)N2CCOCC2)c1,4,-11,i,8,-0.3,-0.2,8,-1,-3
Cc1ccc(S(=O)(=O)CCSc2n[nH]c(=O)n2-c2ccc3c(c2)OCCO3)cc1,-3,10,i,-2,1.5,0.6,-2,-1,-4
Cc1ccc(N2C(=O)CS(=O)C(c3ccccc3)C2=O)cc1C (stereo not drawn),-4,17,i,-2,-0.3,0.9,24,1,-2
Cc1nc2ccccn2c1C(=O)CSc1ccccc1Cl,-2,-13,i,-13,-0.2,-1.8,14,-3,-12
CC(C)CC(N=Cc1c(O)c2ccccc2oc1=O)C(=O)O (stereo not drawn),2,-5,i,0,1.6,0.5,-4,-4,-3
COC(=O)Cn1ccc2cc(S(=O)(=O)N3CCCCCC3)ccc21,-2,2,i,3,1.2,0.2,4,0,0
CCCCCCn1cc(C(=O)O)c(=O)c2cc(F)c(N3CCN(C(=O)OCC)CC3)cc21,-2,-15,i,1,-1.2,-0.2,-6,0,-2

# High-throughput results (PubChem)

# Hits appear at their usual frequency; any-hit rate near 4%.
